USP2a block = blocks human ubiquitin-specific protease USP2a | hit rate 0.01% among 330,000 | USP2 core, Ub-CHOP2 coupled fluorogenic reporter, 485/531 | O75604 | Potency, µM (doses to about 38.3 µM), without a hit: top-dose activity change, negative = inhibition, most hits filed as inhibitors;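 note: potency is the fitted concentration of half-maximal effect; plate controls were DMSO wells for no effect and full inhibition by NEM control for full effect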
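Deubiquitinase activity read as fluorescence (485/531 nm) after Ub-CHOP2 cleavage activates the enterokinase reporter on its substrate; USP2 core 10nM, Ub-CHOP2 and substrate 25nM each, 30min compound preincubation then 60min RT; data normalized to NEM, curves fitted.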
TSHR antagonist = antagonists of human thyroid stimulating hormone receptor | P16473 | AID 504810 | TSHR-expressing cells, TSH-stimulated cAMP HTRF, 2 h; hits give low values | activity change, negative = inhibition, % at 11.5 µM | hit rate 0.2% among 330,000;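 active = activity change below a set negative limit, meaning inhibition stronger than a set level, cut at about -70% in these data; inconclusive = activity change between two set negative limits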; note: % is set by controls: 0 for no effect and ±100 for the full control effect
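Freshly harvested TSHR cells receive pin-tooled compound, then EC80 TSH at 4nM final. After 2 hours at 37 deg C, antibody in lysis buffer and cAMP-d2 are added; 30 minutes at ambient temperature precede the HTRF read.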
hERG WT inh = KCNH2 (human, wildtype) channel inhibition. U2OS, BacMam KCNH2, thallium flux FluxOr; hits give low values. hit rate 0.37% among 340,000. activity change, % at 1.84 µM. Q12809;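 active = maximum activity change below -70%; inconclusive = maximum activity change between -70% and -50%; inactive = maximum activity change above -50%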; note: % is set by controls: 0 for no effect and ±100 for the full control effect
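U2OS cells transduced with wild-type KCNH2 virus are loaded with FluxOr dye for 45 min, and thallium flux is measured in kinetic reads before and after stimulation buffer. Rate constants are normalized to DMSO controls.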
TCR activator = T cell receptor activation | primary human leukocytes, anti-CD3, IL-2 HTRF, 48 h | 330,000 tested, under 10 active | AID 504894 | Potency, µM (top dose mostly 9.22 µM), inactives show at the highest dose activation of IL-2 secretion, actives largely listed as activators; note: % of control where 0% means no effect
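48 hr co-incubation of compounds, a-CD3 beads and primary human leukocytes; IL-2 quantified homogeneously by HTRF with anti-IL-2 K and d2 conjugates.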
ELG1 repair inh = inhibitors of ELG1-dependent DNA repair in HEK293T cells; AID 504467; hit rate 2.3% among 330,000; HEK293T ELG1-luciferase reporter, luminescence, 16 h; DNA damage induced by 5-fluorouridine; Potency, µM (highest dose often 46.1 µM), for the others: at the top dose activity change, negative = inhibition, actives largely listed as inhibitors; note: potency is the fitted concentration of half-maximal effect; % is set by controls: 0 for no effect and ±100 for the full control effect; nearly all actives have a fitted effect of over 55% in size
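Step one: seed 2,000 cells per well. Step two: pin-transfer compound or DMSO alongside 5-fluorouridine. Step three: incubate 16 hr, 37 °C, 5% CO2. Step four: add ONE-Glo, wait 30 min, read luminescence.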
Mito fusion yeast = inhibitors of mitochondrial division or activators of mitochondrial fusion; hit rate 0.23% among 320,000; S. cerevisiae fusion-defective mutant growth rescue, CellTiterGlo 48 h; Potency, µM (doses to about 46.1 µM), inactives show at the highest dose growth rescue (activation), usual class: activators;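 note: potency is the fitted concentration of half-maximal effect; % of control where 0% means no effect; nearly all actives have a fitted effect of over 45% in size; temperature-sensitive fusion mutants such as fzo1-1 at 37 °C on non-fermentable ethanol glycerol medium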
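Temperature-sensitive fusion-defective S. cerevisiae (e.g. fzo1-1, mgm1-5) were grown with compound in YPEG medium (3% ethanol, 3% glycerol) for 48 hours at 37C. Growth rescue was measured as viability by CellTiterGlo luminescence after 10 minutes at ambient.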
KCNH2 3.1 block = KCNH2 3.1 (human) potassium channel inhibition; U2OS KCNH2 3.1, thallium flux FluxOr; hits give low values; activity change, % (tested at about 1.8 µM); hit rate 0.95% among 340,000; AID 720553;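 active = maximum activity change below -70%; inconclusive = maximum activity change from -70% to -50%; inactive = maximum activity change above -50%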;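 note: thallium influx rate constant from kinetic fluorescence after stimulation buffer; % is set by controls: 0 for no effect and ±100 for the full control effect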
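Steps: virus added to U2OS suspension (4 h, RT, dark); medium with 10% FBS added, cells plated, 37 C overnight; FluxOr/Red40 loading buffer 45 min RT; stimulation buffer, 2 min kinetic read; rate constant normalized.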
TRPV1 agonist = human TRPV1 agonism; Q8NER1; TRPV1-expressing cells, Fluo-8 calcium influx, agonist mode; hit rate 0.19% among 320,000; activation, % at 8.33 µM; in the data active = activation above about 80%; inconclusive = between about 30% and that limit; note: 0% is about no effect
Target sequence (Q8NER1 whole entry, looked up): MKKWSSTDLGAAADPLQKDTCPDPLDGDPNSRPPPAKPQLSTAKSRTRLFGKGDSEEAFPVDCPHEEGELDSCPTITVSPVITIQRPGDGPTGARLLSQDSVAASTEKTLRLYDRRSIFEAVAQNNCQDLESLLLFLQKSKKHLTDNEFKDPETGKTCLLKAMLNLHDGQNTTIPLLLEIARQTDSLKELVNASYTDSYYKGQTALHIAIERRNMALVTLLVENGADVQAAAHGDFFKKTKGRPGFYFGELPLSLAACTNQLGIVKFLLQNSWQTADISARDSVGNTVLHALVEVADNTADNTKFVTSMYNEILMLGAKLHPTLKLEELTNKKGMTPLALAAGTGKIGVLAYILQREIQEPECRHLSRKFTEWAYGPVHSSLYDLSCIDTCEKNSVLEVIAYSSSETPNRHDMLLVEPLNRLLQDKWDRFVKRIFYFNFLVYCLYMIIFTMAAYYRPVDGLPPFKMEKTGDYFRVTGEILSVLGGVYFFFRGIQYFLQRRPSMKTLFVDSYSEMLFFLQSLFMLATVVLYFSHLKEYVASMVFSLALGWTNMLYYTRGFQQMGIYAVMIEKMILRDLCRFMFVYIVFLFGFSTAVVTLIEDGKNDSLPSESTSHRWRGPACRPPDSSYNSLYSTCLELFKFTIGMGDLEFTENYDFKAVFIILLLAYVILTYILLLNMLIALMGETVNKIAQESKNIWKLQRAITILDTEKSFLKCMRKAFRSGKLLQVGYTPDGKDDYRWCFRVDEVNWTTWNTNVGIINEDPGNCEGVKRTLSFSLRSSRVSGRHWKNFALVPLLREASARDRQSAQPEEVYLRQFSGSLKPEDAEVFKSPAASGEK
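TRPV1-expressing cells were cultured overnight at 35.5C and loaded with Fluo-8 calcium dye for 40 to 90 min at room temperature. After a 10 s baseline, compound was added and calcium influx was read kinetically for 3 min (ex 480/em 520 nm).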
Eya2 inh = blocks the phosphatase activity of human Eya2; recombinant Eya2, OMFP fluorescence dephosphorylation (OMFP is methylfluorescein phosphate); Potency, µM (titrated, usually from 76.9 µM), without a hit: top-dose activity, negative = inhibition, usual class: inhibitors; O00167; hit rate 0.006% among 330,000; note: potency is the fitted concentration of half-maximal effect; % is set by controls: 0 for no effect and ±100 for the full control effect
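Eya2 protein (added as 0.2 uM solution) was preincubated with compound for 10 min at ambient temperature in 50 mM HEPES pH 7.5, 50 mM NaCl, 5 uM MgCl2, 0.05% BSA, 1 mM DTT. OMFP (added at 50 uM) then reacted 10 min; fluorescence read at 485/525 nm.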
AT treatment = candidate therapy for ataxia-telangiectasia; […] A-T fibroblasts, KAP-1 phosphorylation AlphaLISA; neocarzinostatin DNA damage 30 min before lysis; AID 485349; hit rate 0.19% among 320,000; Potency, µM (titrated, usually from 57.5 µM), without a hit: top-dose activation, usual class: activators; note: potency is the fitted concentration of half-maximal effect; % of control where 0% means no effect; nearly all actives have a fitted effect of over 45% in size
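hTERT-immortalized A-T patient fibroblasts ([…]), 500 cells/well in OPTI-MEM, 1% FBS, got compounds for 60 min, then NCS for 30 min at 37C. Lysates were then assayed for phospho-KAP-1 by AlphaLISA (anti-pKAP1 donor, anti-KAP1 acceptor beads), 6 hr at 25C.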
* marks the source's active call; other numbers are inactive results; ? = inconclusive; nt = not tested or not shown; [ ] = remark or other dose. Unless noted, calls come from the whole dose curve; as a rule, active = well fitted curve in the direction sought with a large enough effect; inconclusive = small, poorly fitted or top-dose-only effect, or another doubt; inactive = no such curve, though single readings can be large; an effect the other way counts as inactive or inconclusive.

SMILES	USP2a block	TSHR antagonist	hERG WT inh	TCR activator	ELG1 repair inh	Mito fusion yeast	KCNH2 3.1 block	TRPV1 agonist	Eya2 inh	AT treatment
COc1ccc(C(=O)N=C2SC3CS(=O)(=O)CC3N2c2ccccc2)cc1OC (configuration not stated)	3%	17	3	-1%	-11%	4%	-8	13	1%	10%
CC(C)CCCC(C)NC(=O)c1cc(S(=O)(=O)N2CCCCC2)ccc1N1CCOCC1 (configuration not stated)	0%	-5	-1	-1%	11µM*	6%	-5	?	-13%	7%
Cc1ccc2nc(C)cc(Nc3ccc([N+](=O)[O-])cc3)c2c1	-11%	7	9	-9%	?	-1%	10	?	-7%	1%
COc1ccc(/C=N/NC(=O)c2ccoc2C)cc1COc1c(C)cccc1C	1%	-47	0	0%	?	-14%	-3	17	17%	5%
Cc1cc(NC(=O)CSc2nnc(NCc3ccco3)s2)no1	2%	-9	-2	4%	13%	-1%	0	-2	-6%	10%
O=[N+]([O-])c1ccccc1/C=N/n1c(COc2ccccc2)n[nH]c1=S	-1%	-3	-1	-4%	-6%	-7%	11	5	-5%	-9%
C=CCNc1nc(N)c([N+](=O)[O-])c(NCc2ccccc2)n1	2%	-1	1	-1%	15%	?	7	0	5%	1%
CCN(CC)S(=O)(=O)c1ccc(O)c(NC(=O)c2cc(-c3cc(OC)c(OC)c(OC)c3)nc3ccccc23)c1	-9%	-8	-3	-3%	16µM*	7%	-4	?	19%	-2%
O=C1c2cccc3cccc(c23)C(=O)N1OS(=O)(=O)c1ccc(Cl)cc1	4%	-2	10	-4%[46.1 µM]	12%	-6%	-5	-4	0%	-2%
CC1(C(=O)O)CCC(C(=O)Nc2ccc3ccccc3c2)C1(C)C (configuration not stated)	1%	4	-4	2%	2%	-1%	3	-5	9%	1%
O=C(Nc1ccc2c(c1)OCO2)C(c1ccccc1)N1CCN(C(=O)c2ccco2)CC1 (configuration not stated)	-2%	-4	1	2%	?	3%	-7	-5	-23%	nt
Cc1ccc(NC(=O)CCN2C(=O)c3ccccc3C2=O)cc1	0%	6	6	-16%	9%	2%	28	5	-2%	-7%
Cc1ccc(-n2c(=O)c3sccc3n(CC(=O)N3CCCC3)c2=O)cc1	2%	7	-16	0%	2%	3%	-2	-3	14%	-3%
Cn1cnc2c(N/N=C/c3cccs3)ncnc21	0%	-6	1	-5%	?	4%	3	3	-4%	-2%
CCc1ccc(OCC(=O)NNC(=S)NC(=O)C2CC2)c(Br)c1	-1%	-6	-24	-1%	-3%	-28%	7	5	-10%	13%
O=C(Nc1cccc(Cl)c1)c1cnccn1	3%	8	-3	nt	15%	-3%	2	7	9%	6%
CC(=O)C1=C(C)OC(N)=C(C#N)C1c1cccnc1 (configuration not stated)	5%	-3	-8	1%	7%	2%	11	0	8%	-2%
CNS(=O)(=O)c1cn(CC(=O)NCc2ccc(OC)cc2)cc1S(=O)(=O)NC	-2%	0	-2	4%	5%	-6%	26	0	15%	-9%
O=C(c1cccnc1)N1CCCc2ccccc21	1%	-9	15	nt	13%	0%	-7	8	6%	1%
Cc1ccc2nc(SCC(=O)NC3CCCCC3)nc(=O)n2c1	1%	4	7	1%	-26%	1%	30	5	-17%	-2%
COc1cc(NS(=O)(=O)c2ccc(C)c(C)c2)c(OC)cc1Cl	-6%	-21	-3	4%	?	15%	-4	6	-14%	3%
Cc1cc(Cl)ccc1OCCCC(=O)N1CCCc2ccccc21	-6%	-5	3	3%	-2%	15%	-15	0	-32%	16%
Cc1cc(C)cc(N(C(=O)CCC(=O)Nc2cc(C)on2)C(C(=O)NC2CCCC2)c2ccco2)c1 (configuration not stated)	0%	-11	2	1%	?	-2%	-5	12	2%	0%
O=C(CSc1ncccn1)Nc1ccc2[nH]c(=O)[nH]c2c1	2%	3	-3	3%	?	0%	9	-2	4%	-2%
O=C(Nc1nnc(-c2ccco2)o1)c1cccc2ccccc12	3%	-9	-6	1%[46.1 µM]	7%	4%	3	-3	3%	-2%
COc1cc(OC)cc(C(=O)NC(=S)Nc2ccc(N3CCCC3)cc2)c1	-3%	-7	-8	2%[46.1 µM]	-6%	-6%	1	-3	-19%	-2%
Cc1ccc(OC2CCN(C(=O)C3CCC(=O)N(C4CC4)C3)CC2)cc1 (configuration not stated)	-1%	29	14	6%	-27%	3%	-2	-8	14%	28%
CC(C)(C)NC(=O)COC(=O)c1ccc(S(=O)(=O)N2CCCC2)cc1	-7%	12	-12	-8%	17%	-4%	?	3	-6%	-4%
NS(=O)(=O)c1ccc(NC(=S)N2CCN(S(=O)(=O)c3ccc(F)cc3)CC2)cc1	0%	3	nt	1%[46.1 µM]	0%	0%	nt	11	3%	5%
CCOC(=O)c1cc(-c2csc(COc3ccccc3Cl)n2)on1	2%	7	-6	5%	-28%	-4%	-8	3	-5%	-7%
O=C(c1cccc(C(F)(F)F)c1)C1CCCN(C(=O)/C=C/c2cnc[nH]2)C1 (configuration not stated)	0%	24	8	-70%	7%	-2%	-5	-1	2%	-13%
COc1cc(C2NC(=O)C(C#N)=C(S)N2c2ccccc2)ccc1OC(C)C (configuration not stated)	-4%	11	7	-5%[46.1 µM]	-3%	0%	-1	-1	-2%	-2%
CC(C)(C)OC(=O)N[C@@H](Cc1ccccc1)C(=O)N[C@@H](CO)[C@H](O)[C@@H]1C[C@@H]1C(=O)NC1CCCCC1	0%	9	nt	9%	8%	nt	nt	nt	-17%	-3%
C=CCn1c(C)nnc1SCC(=O)NC1CC1	0%	4	-3	5%	17%	1%	-8	-4	-6%	7%
Nc1nnc(C(c2ccccc2)c2ccccc2)s1	0%	4	-4	0%	10%	4%	2	-2	6%	4%
Cc1cccc(-c2nnc3n2N=C(c2ccc(Br)cc2)CS3)c1	?	-5	1	-2%	2%	-4%	16	3	23%[15.4 µM]	5%

In the list so far, these have fluorine:
SMILES	USP2a block	TSHR antagonist	hERG WT inh	TCR activator	ELG1 repair inh	Mito fusion yeast	KCNH2 3.1 block	TRPV1 agonist	Eya2 inh	AT treatment
NS(=O)(=O)c1ccc(NC(=S)N2CCN(S(=O)(=O)c3ccc(F)cc3)CC2)cc1	0%	3	nt	1%[46.1 µM]	0%	0%	nt	11	3%	5%
O=C(c1cccc(C(F)(F)F)c1)C1CCCN(C(=O)/C=C/c2cnc[nH]2)C1 (configuration not stated)	0%	24	8	-70%	7%	-2%	-5	-1	2%	-13%

Other structures.
SMILES	USP2a block	TSHR antagonist	hERG WT inh	TCR activator	ELG1 repair inh	Mito fusion yeast	KCNH2 3.1 block	TRPV1 agonist	Eya2 inh	AT treatment
C[C@@H]1O[C@@H](OC[C@H]2O[C@@H](Oc3cc(O)c4c(=O)cc(-c5ccc(O)c(O)c5)oc4c3)[C@H](O)[C@@H](O)[C@@H]2O)[C@H](O)[C@H](O)[C@H]1O	5%	27	-6	5%	14%	nt	3	nt	-4%	-10%
CN1C(=O)C(O)(CC(=O)c2ccccn2)c2cc(Br)ccc21 (configuration not stated)	0%	5	-3	-4%	1%	1%	7	0	-6%	0%
Nc1ccc(-c2nc3cc(N)ccc3n2CCO)cc1	-12%	-13	1	1%	0%	0%	-5	3	4%	-4%
O=C(Nc1ccccc1C1CC1)c1cccs1	-1%	10	10	-1%	-2%	-3%	8	0	15%[15.4 µM]	-24%
Cc1cc(C)nc(NC(=S)Nc2ccc(F)cc2F)c1	1%	2	-4	2%	-12%	-10%	-14	1	1%	5%
CCc1cccc(NS(=O)(=O)c2ccc3c(c2)n(C)c(=O)n3C)c1	1%	-3	-3	-3%	-24%	6%	0	-5	-11%	-4%
CCN1CCN(C(=O)c2cc(S(=O)(=O)Nc3ccc(S(C)(=O)=O)cc3)ccc2Cl)CC1	1%	-4	-28	1%	-12%	-11%	-9	-2	9%	5%
CN(C)c1ccc(C2N(c3ccc(F)cc3)C(=O)C3CCCN32)cc1 (configuration not stated)	-1%	27	-7	-11%	9%	15%	-1	-1	15%	9%
COC(=O)C1=C(C)N(CCc2c[nH]c3ccc(OC)cc23)C(=O)C1	-9%	44	-1	7%	-24%	-4%	-4	-5	8%	7%
CCCCCNC(=O)c1ccc2c(=O)[nH]c3c(C(=O)NCC4CCCO4)sc(=S)n3c2c1 (configuration not stated)	0%	-29	0	4%	0%	2%	0	-1	2%	-16%
Cc1nnsc1C(=O)Nc1ccc(Cl)cc1Cl	0%	20	6	0%	14%	8%	-2	-1	15%	-8%
O=C(c1ccco1)N(Cc1cccc([N+](=O)[O-])c1)c1ccc(Br)cc1	2%	3	27	-2%	?	-8%	nt	-5	-7%	-7%
CCOC(=O)Nc1ccc(C)cc1NC(=O)OCC	-1%	-3	5	-5%	5%	0%	-1	-2	-5%	-1%
Cc1cc(C(=O)Nc2cccc(NC(=O)c3ccco3)c2)ccc1[N+](=O)[O-]	2%	0	4	-6%	?	0%	2	0	-2%	0%
O=C(CCCSc1nc2ccccc2[nH]1)NC1=NCCS1	1%	-2	-9	-1%	-4%	7%	-13	13	2%	8%

A portion of the library; count on the stated rates, not on these rows.
